# BH1578 lux ind: inducers of Vibrio cholerae quorum light production without autoinducers, primary screen, BH1578 luxS cqsA deficient, single point; V. cholerae BH1578 lux reporter, luminescence, 6 h; activation, % at 18.7 µM; 350,000 compounds, 0.16% hits; in the data active = activation mostly above about 9.7%, no sharp cut-off; note: not every result past the cut was called active; inactives centre near 0; reference of the scale not given here
# Mtb FBA inh: Mtb FBA enzyme inhibitors, primary screen, biochemical, fluorescence, strain H37Rv | inhibition, % at 1 µM | purified M. tuberculosis FBA, fluorescence read-out | 360,000 compounds, 2.3% hits | Fructose-bisphosphate aldolase (Mycobacterium tuberculosis (strain ATCC 25618 / H37Rv)), … | AID 588726, 2011; in the data active = inhibition above about 27%;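 note: 0% = vehicle and 100% = reference inhibitor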
# Target sequence (P9WQA3 whole entry, looked up): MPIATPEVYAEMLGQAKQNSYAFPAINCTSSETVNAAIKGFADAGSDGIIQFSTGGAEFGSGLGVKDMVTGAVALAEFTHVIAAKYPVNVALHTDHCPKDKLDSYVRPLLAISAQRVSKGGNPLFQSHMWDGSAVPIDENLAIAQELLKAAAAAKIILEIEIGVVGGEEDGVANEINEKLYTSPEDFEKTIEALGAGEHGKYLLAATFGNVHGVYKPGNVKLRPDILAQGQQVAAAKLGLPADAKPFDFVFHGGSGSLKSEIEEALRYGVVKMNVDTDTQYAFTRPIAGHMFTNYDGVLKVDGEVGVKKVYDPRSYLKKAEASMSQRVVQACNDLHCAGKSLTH
# DUSP3 inh: VHR1 phosphatase inhibitors, primary screen, biochemical, absorbance, uHTS; inhibition, % at 13.3 µM; Dual specificity protein phosphatase 3 (Homo sapiens), P51452; recombinant VHR phosphatase, pNPP absorbance; 290,000 compounds, 0.52% hits; in the data active = inhibition above about 50%; note: some compounds called inactive have numbers as strong as hits
# Target sequence (P51452 whole entry, looked up): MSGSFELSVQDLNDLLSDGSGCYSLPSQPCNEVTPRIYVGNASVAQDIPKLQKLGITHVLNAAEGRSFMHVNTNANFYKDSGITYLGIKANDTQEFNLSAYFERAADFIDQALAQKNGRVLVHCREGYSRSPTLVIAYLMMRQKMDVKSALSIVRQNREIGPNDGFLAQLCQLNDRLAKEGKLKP
# Rv3671c protease: Rv3671c serine protease inhibitors, primary screen, biochemical, fluorescence polarization, M. tuberculosis H37Rv | P9WHR9 | inhibition, % at 5.96 µM | 320,000 compounds, 0.048% hits | AID 2606, 2010; in the data active = inhibition above about 38%;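 note: extracellular domain of Rv3671c used as enzyme; 0% = enzyme with DMSO and 100% = no enzyme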
# Target sequence (P9WHR9 whole entry, looked up, the tested form may be a part): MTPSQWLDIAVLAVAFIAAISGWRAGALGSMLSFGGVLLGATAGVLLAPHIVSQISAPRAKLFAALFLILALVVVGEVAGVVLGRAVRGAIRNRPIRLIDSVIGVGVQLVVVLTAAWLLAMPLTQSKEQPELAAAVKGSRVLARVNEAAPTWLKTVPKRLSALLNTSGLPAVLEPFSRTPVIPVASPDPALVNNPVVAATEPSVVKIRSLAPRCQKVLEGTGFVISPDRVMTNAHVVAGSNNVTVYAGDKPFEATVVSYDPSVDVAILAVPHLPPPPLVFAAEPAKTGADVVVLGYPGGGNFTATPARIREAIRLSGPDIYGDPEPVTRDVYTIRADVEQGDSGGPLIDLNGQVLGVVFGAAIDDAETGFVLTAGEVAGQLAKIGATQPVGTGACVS
# SSB-PriA inh: inhibitors of Klebsiella pneumoniae PriA binding to SSB C-terminal tail, primary screen, biochemical, AlphaScreen. AlphaScreen SSBct-PriA binding, biotinylated peptide. inhibition, % at 33 µM. AID 1272365, 2023. 430,000 compounds, 0.6% hits. PriA–SSB C-terminal tail interaction (Klebsiella pneumoniae); in the data active = inhibition mostly above about 37%, no sharp cut-off; inactive = mostly below about 20%;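 note: plate controls were negative control peptide for no effect and reference peptide for full effect; strong numbers were not always called active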
# MazF activator: activators of E. coli MazEF toxin-antitoxin RNase, primary screen, biochemical, fluorescence, uHTS; FAM/BHQ RNA-DNA oligo cleavage fluorescence, 5 h; activation, % at 20 µM; 350,000 compounds, 0.32% hits; AID 504720, 2011; in the data active = activation above about 50%
# Target sequence (P0AE70 whole entry, looked up): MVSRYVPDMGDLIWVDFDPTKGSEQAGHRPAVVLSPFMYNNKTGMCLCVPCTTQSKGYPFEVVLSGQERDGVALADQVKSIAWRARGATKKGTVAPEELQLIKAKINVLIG
# SARS 3CLpro inh: SARS-CoV 3CLpro protease inhibitors, primary screen, biochemical, quenched FRET; Replicase polyprotein 1ab (Severe acute respiratory syndrome coronavirus), P0C6X7; recombinant SARS-CoV 3CLpro, quenched FRET peptide cleavage; inhibition, % at 6 µM; 290,000 compounds, 0.14% hits; AID 1706, 2009; in the data active = inhibition above about 12%
# GDH-TPI counter: GDH-TPI coupling enzyme inhibitors, primary screen, artefact control for M. tuberculosis FBA inhibitor project, biochemical, absorbance, full deck | GDH-TPI coupled enzyme counterscreen, NADH absorbance | inhibition, % at 4.8 µM | 360,000 compounds, 1.2% hits; in the data active = inhibition above about 30%;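 note: 0% = DMSO wells and 100% = wells lacking the enzyme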
# BioA inh: M. tuberculosis BioA enzyme inhibitors, primary screen, biochemical, plate reader, single point, HTS; 7,8-diaminopelargonic acid synthase BioA (Mycobacterium tuberculosis); purified M. tuberculosis BioA enzyme; inhibition, % at 9.99 µM; 360,000 compounds, 0.096% hits; AID 602481, 2012; in the data active = inhibition above about 40%
# Mtb UGM inh: M. tuberculosis UGM enzyme inhibitors, primary screen, biochemical, fluorescence polarization, single point. AID 504406, 2011. inhibition, % at 10 µM. UDP-galactopyranose mutase (Mycobacterium tuberculosis (strain ATCC 25618 / H37Rv)), …. purified UGM, fluorescence polarization probe displacement. 320,000 compounds, 0.06% hits; in the data active = inhibition above about 10%, passing the limit was not always enough
# Active calls of the source: *; i = inactive; . = no result given; & = joins results of further samples.
# A first look (three entries):
SMILES,BH1578 lux ind,Mtb FBA inh,DUSP3 inh,Rv3671c protease,SSB-PriA inh,MazF activator,SARS 3CLpro inh,GDH-TPI counter,BioA inh,Mtb UGM inh
Cc1cc(SCC(=O)c2ccc3c(c2)OCO3)nc2ccccc12,12,0,4,-5,-45,-6,1,2,-0.1,-0.6
CCC(C)C1(CC)C(=O)NC(=O)N=C1N (centres undefined),i,-6,23,3,.,0,2,4,.,1.7
O=C(COc1ccccc1F)NCC(c1ccc(F)cc1)N1CCOCC1 (centres undefined),-0.9,-1,.,-5,-6,-4,.,3,-0.7,1.8

# The list itself, from the start:
SMILES,BH1578 lux ind,Mtb FBA inh,DUSP3 inh,Rv3671c protease,SSB-PriA inh,MazF activator,SARS 3CLpro inh,GDH-TPI counter,BioA inh,Mtb UGM inh
Cc1cc(SCC(=O)c2ccc3c(c2)OCO3)nc2ccccc12,12,0,4,-5,-45,-6,1,2,-0.1,-0.6
CCC(C)C1(CC)C(=O)NC(=O)N=C1N (centres undefined),i,-6,23,3,.,0,2,4,.,1.7
O=C(COc1ccccc1F)NCC(c1ccc(F)cc1)N1CCOCC1 (centres undefined),-0.9,-1,.,-5,-6,-4,.,3,-0.7,1.8
O=C(O)c1ccc(NC(CSCc2ccccc2F)C(=O)O)c([N+](=O)[O-])c1 (centres undefined),-0.2,-10,-20,9,-11,-14,2,-11,.,-0.8
CN(CC(=O)Nc1ccccc1Br)C(=O)c1cc(S(=O)(=O)N(C)C)ccc1N1CCCC1,-5.6,-1,.,0,-15,7,.,2,-0.3,-1.4
CCCc1cc(=O)oc2c(C)c(OCC(=O)NCCCN3CCOCC3)ccc12,-0.4,20,53*,-7,-11,9,-7,20,-1.4,6.2
C=CCN1CCN(C(=O)c2cc3c(s2)CCC(CC)C3)CC1 (centres undefined),i,0,10,-7,14,0,1,2,-1.6,-6.5
COc1ccc(OC)c(/C=C/c2ccnc3ccccc23)c1,i,6,.,.,1,-1,.,8,.,.
CC(C)C(c1nnnn1Cc1ccc(F)cc1)N1CCN(C(=O)c2ccco2)CC1 (centres undefined),-0.4,4,25,-7,-20,3,2,3,1.8,2.0
O=C(c1cccc(F)c1F)N1CCCC1,i,3,9,2,-15,6,0,0,-1.6,-2.5
O=C(NCC1CCCO1)c1cn(Cc2ccccc2Cl)nc1-c1ccccc1 (centres undefined),i,4,.,.,-4,-6,.,0,0.7,.
CN1CCN(c2ccccc2NC(=O)c2ccc([N+](=O)[O-])cc2Cl)CC1,i,2,-7,13,14,22,-2,-4,-1.5,0.0
COc1ccc2c(-c3ccccc3)cc(SCC(=O)N(C)C)nc2c1,-1.7,9,9,-1,11,-2,-3,2,.,-2.9
CCOc1ccc(S(=O)(=O)NCc2ccco2)cc1,i,2,0,-2,-4,3,2,-4,-0.6,0.1
COc1ccc(C(=O)Nc2sc(C)c(C)c2CN2CC(C)OC(C)C2)cc1 (centres undefined),-0.1,-3,0,4,-1,-6,0,-5,.,-1.1
CN(C)S(=O)(=O)N1CCC(Oc2ccc(C(=O)N3C[C@H]4CC[C@H]3C4)cc2)CC1,-0.5,5,50,-14,-12,1,-4,12,-2.2,2.2
COCCSc1nnc(-c2cccc(C#N)c2)n1C,i,4,12,14,-5,-16,5,9,-0.8,3.6
C/C(N)=C(\C#N)C(=O)NCc1ccccn1,i,5,14,2,5,-1,8,9,-0.9,-1.9
CCOC(=O)C1CCCCN1Cc1cc(Cl)ccc1O (centres undefined),-0.5,2,19,-9,-43,-5,3,6,-1.0,1.1
CCc1ccc(C(=O)NNC(=O)CCc2nc3ccccc3c(=O)[nH]2)cc1,-1.6,0,.,5,-1,-1,.,4,-1.5,.
Cc1cc(C)c2c(c1)c(C)cc1nnc(SCC(=O)c3cccs3)n12,-0.3,2,11,4,-15,74*,0,8,-0.5,-1.9
CC(C)C(=O)NNC(=O)CSc1nc(C2CCCCC2)nc2ccccc12,i,5,4,7,-11,-37,-1,2,0.2,-0.2
COCCNC(=O)/C(C#N)=C/c1ccc(C(=O)O)cc1,-0.4,0,18,6,-1,7,5,12,.,-2.8
O=C(O)/C(=C1/OC(=O)c2ccccc21)c1ccccc1,i,1,14,1,-2,-2,2,4,0.8,-0.1
O=C(COC(=O)C1CCC1)Nc1ccc(Cl)cn1,i,-1,.,0,-3,6,.,-1,0.0,-1.0
COC(C(=O)Nc1ccccc1F)c1ccccc1 (centres undefined),0.3,3,12,-3,-24,4,1,-9,0.1,-0.7
O=S(=O)(c1ccc(F)cc1)N1CCN(C(=S)NCC2CCCO2)CC1 (centres undefined),-5.6,1,.,5,-3,4,.,6,1.5,-1.9
Cc1cc(NC(=O)COC(=O)C2CC2)ccc1Br,i,2,.,0,-7,-19,.,1,-0.2,-4.6
C/C(=C\C(=O)c1ccccc1)NCc1ccc(F)cc1,-0.5,3,13,-13,.,0,0,31*,2.0,-0.1
CC(=O)Nc1ccc(C(=O)NCCc2ccccc2)cc1,-0.2,-2,7,0,-10,5,-2,1,.,-2.2
CCOc1cc(/C=N/NC(=O)CNc2ccc(C)cc2)ccc1OC(=O)c1ccccc1,i,-2,7,-28,.,-3,7,11,-1.1,4.2
COc1ccc(Nc2nc(Cl)nc(Nc3ccc(OC)cc3)n2)cc1,-0.8,-2,12,-11,-16,5,-4,4,.,-0.8
C=CCc1c(C)nc(-c2ccccc2)nc1N/N=C/c1ccncc1,-0.4,-4,34,0,.,2,0,24,.,-1.5
O=C(O)CCCCCNC(=O)Cn1nnc2ccccc2c1=O,-0.5,1,21,1,-11,-16,3,7,-0.9,0.8
O=C(/C=C/c1ccccc1Cl)Nc1cccc(O)c1,-0.1,4,32,-10,16,6,1,7,.,0.3
COc1ccc(N2CCN(c3ccc(N4C(=O)COCC4=O)cc3[N+](=O)[O-])CC2)cc1,-0.6,3,8,2,0,3,1,7,-1.5,3.7
COc1cc(S(=O)(=O)NCc2ccc3c(c2)OCO3)c(OC)cc1C,i,1,17,-2,-2,1,-2,0,-0.6,-1.4
O=S(=O)(CCN1CCSCC1)c1ccccc1,0.5,4,-15,-1,0,0,-7,10,.,3.5
CCCOc1ccc(CSc2nc3ccccc3[nH]2)cc1,i,-1,20,-6,-28&-16&-54,-9,2,0,.,0.0
CN(CC(=O)Nc1cc(Cl)ccc1Cl)C1CCS(=O)(=O)C1 (centres undefined),-0.8,5,.,0,0,2,.,18,-7.5,-1.6
Cc1c(NC(=O)CSc2ncnc3c2cnn3-c2ccccc2)c(=O)n(-c2ccccc2)n1C,i,1,.,5,6,-5,.,-1,3.2,-0.5
O=C(NNc1nc(-c2ccc(Br)cc2)cs1)c1ccco1,i,-2,24,1,2,1,2,-6,0.8,0.9
CCOC(=O)c1ccccc1NC(=O)c1ccc2c(SCC(=O)O)c3c(nc2c1)CCCC3,i,-1,7,-63,14,-4,5,24,16,3.9
COc1ccccc1N(CC(=O)NC1CCCC1)C(=O)C1(C)CC(=O)N=C2C=CC(C)=CN21 (centres undefined),-0.2,123*,6,-11,-1,11,0,5,-3.3,1.1
Cc1ccc(C2N(c3cccc(Cl)c3)C(=O)N3CCCN23)cc1 (centres undefined),i,0,3,8,-11,2,3,0,.,1.6
COc1ccc(CC(N)c2csc(NC(=O)c3cc(C(C)(C)C)nn3Cc3ccccc3)n2)cc1 (centres undefined),-0.8,3,.,.,.,.,.,12,-2.1,.
O=C(N/N=C/c1cccs1)c1cccnc1,-0.8,2,18,-10,i,-11,-2,25,2.7,3.1
Cc1onc(-c2ccccc2Cl)c1C(=O)O/N=C(\N)c1ccccc1,-0.8,-1,12,-6,i,6,-1,1,-0.4,3.6
C[C@H]1CCC(=O)N([C@H](CSc2ccccc2)Cc2ccccc2)CC1,i,-1,32,-2,-28,5,-3,7,-1.0,-0.7
CCNC(=O)C1(C)CCN(C(=O)c2cc(C)oc2C)C1 (centres undefined),-0.5,-3,.,.,.,.,.,0,-0.7,.
CC(=O)Nc1ccc(C)c([N+](=O)[O-])c1,-0.4,0,30,8,-16,14,-3,7,1.9,1.3
Cc1c2cnn(CC(=O)NCCCN3CCCCC3)c(=O)c2c(C)n1Cc1ccccc1,i,0,25,0,10,-2,-8,7,9.9,-0.2
Clc1ccc(CSc2nnc(-c3ccc4c(c3)OCO4)o2)cc1,-0.7,0,2,-6,-8,-9,2,3,-0.2,5.0
Cc1ccc(SC(C)C(=O)Nc2ccc(S(=O)(=O)N3CCOCC3)cc2)cc1 (centres undefined),-0.3,4,15,-1,-14,-2,3,3,-0.9,-2.5
CCOC(=O)c1ccc(NC(=O)c2ccccc2)cc1,0.9,1,-6,3,-17,7,0,-4,0.1,-1.1
O=Cc1c(-c2ccccc2)cc2oc3ccccc3cc1-2,0.7,4,2,3,-8,14,2,4,-1.0,0.7
CCOC(=O)c1oc2ccc(S(=O)(=O)n3nc(-c4ccc(OC)cc4)cc3N)cc2c1C,1.2,1,-18,-21,-5,-14,0,-3,0.0,3.7
O=C(/C=C/Nc1ccc(OC(F)(F)F)cc1)C(F)(F)F,0.1,1,27,7,-7,14,-5,-13,1.4,-1.3
CCOc1ccc(C(C(=O)NC2CCCC2)N(C(=O)c2snc(C(N)=O)c2N)c2cccc(O)c2)cc1 (centres undefined),i,10,29,-32,8,1,-2,8,8.0,-0.5
O=C(COC(=O)c1cc(NS(=O)(=O)c2cccs2)ccc1O)Nc1ccc(F)c(F)c1F,-0.3,0,17,-11,-3,5,7,4,.,2.2

# Two of the compounds above, as labelled records.
Clc1ccc(CSc2nnc(-c3ccc4c(c3)OCO4)o2)cc1
  BH1578 lux ind: -0.7 | Mtb FBA inh: 0 | DUSP3 inh: 2 | Rv3671c protease: -6 | SSB-PriA inh: -8 | MazF activator: -9 | SARS 3CLpro inh: 2 | GDH-TPI counter: 3 | BioA inh: -0.2 | Mtb UGM inh: 5.0
Cc1ccc(SC(C)C(=O)Nc2ccc(S(=O)(=O)N3CCOCC3)cc2)cc1 (centres undefined)
  BH1578 lux ind: -0.3 | Mtb FBA inh: 4 | DUSP3 inh: 15 | Rv3671c protease: -1 | SSB-PriA inh: -14 | MazF activator: -2 | SARS 3CLpro inh: 3 | GDH-TPI counter: 3 | BioA inh: -0.9 | Mtb UGM inh: -2.5

# More results:
SMILES,BH1578 lux ind,Mtb FBA inh,DUSP3 inh,Rv3671c protease,SSB-PriA inh,MazF activator,SARS 3CLpro inh,GDH-TPI counter,BioA inh,Mtb UGM inh
CC(C)=CC(=O)OCC(=O)Nc1cc([N+](=O)[O-])ccc1F,i,4,28,2,-8,7,3,1,.,2.0
Clc1ccc(SCc2cn3ccsc3n2)cc1,0.7,1,4,-1,-3,-1,-2,-1,0.7,4.2
Cc1c(C(=O)N/N=C/c2cccnc2)sc(=S)n1C,-0.1,-1,-1,-11,.,-3,4,19,.,0.0
CC(C)NC(=O)CN1CCN(C(=O)c2ccc3oc(CCCc4ccccc4)nc3c2)CC1,-0.6,1,-4,-6,-4,8,6,1,0.3,1.0
CCS(=O)(=O)N1CCC(C(=O)NCc2ccc(OC)cc2OC)CC1,-0.4,1,6,13,-2,1,2,-3,.,6.0

# Only part of the results is shown (hit frequency here may not be typical).
